# M1 agonist: M1 muscarinic receptor agonism; CHO-M1 cells, Fluo-4 calcium fluorescence, agonist mode; hits give high values; B-score at 10 µM; actives 3% (n = 64,000);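 active = fluorescence rise, raw or as B-score row- and column-corrected plate score, outside the 99.7% band of its plate's samples, either direction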
# TNAP act mid DEA: human TNAP activation, intermediate phosphate acceptor. activation factor at 20 µM. purified TNAP, CDP-star luminescence, 100 mM DEA, 30 min; hits give high values; scale: 0 levamisole-inhibited, 1 vehicle-only enzyme. P05186. 64,000 tested, under 10 active;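 active = activation factor of at least 2 at 20 µM, relative to controls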
# D1 allo mod: allosterically modulates the human D1 dopamine receptor; P21728; HEK293 D1, CRE-luciferase, dopamine EC30 potentiation; actives deviate in either direction; B-score at 10 µM; actives 5.9% (n = 58,000); AID 641;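 active = luminescence count or its row- and column-corrected plate score outside the 99.7% band of the plate's sample wells, on either side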
# Target sequence (P21728 whole entry, looked up): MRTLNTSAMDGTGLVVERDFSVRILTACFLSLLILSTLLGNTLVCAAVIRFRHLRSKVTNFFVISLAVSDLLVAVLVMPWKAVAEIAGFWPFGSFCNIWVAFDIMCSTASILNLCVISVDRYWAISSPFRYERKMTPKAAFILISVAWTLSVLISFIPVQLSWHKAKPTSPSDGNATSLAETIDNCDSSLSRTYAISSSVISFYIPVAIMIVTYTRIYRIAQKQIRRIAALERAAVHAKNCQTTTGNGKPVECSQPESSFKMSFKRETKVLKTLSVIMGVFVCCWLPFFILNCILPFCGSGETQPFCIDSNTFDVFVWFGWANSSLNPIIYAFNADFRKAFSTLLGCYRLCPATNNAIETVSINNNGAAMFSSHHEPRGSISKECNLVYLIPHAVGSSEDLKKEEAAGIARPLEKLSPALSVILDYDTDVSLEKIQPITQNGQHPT
# NADH coupling: inhibition of NAD/NADH coupling enzymes, library profiling; coupled PK/LDH NADH assays, four targets; IC50, µM (doses to about 10 µM), inactives show at the top dose inhibition; actives 0.02% (n = 65,000); AID 774;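 active = single-dose screening hits from any of four coupled enzyme assays that gave an IC50 when retested across doses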;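 also: the DPM-DC format reads NADH fluorescence rather than 340 nm absorbance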
# HEK293 NFkB inh: inhibitors of the PMA/ionomycin-induced NF-kB reporter in HEK293 cells. HEK-293 NF-kB luciferase reporter, luminescence. actives 0.21% (n = 62,000). AID 465. inhibition, % at 3 µM;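 active = inhibition above the mean of all tested compounds plus 3 SD, cut at about 40% in these data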;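 also: 0% = stimulated DMSO wells and 100% = 10 µM reference inhibitor 5653914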
#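 System: NF-kB luciferase reporter HEK-293 cells | Replication: Single test | Control set: DMSO vs reference inhibitor | Evaluation: % inhibition | Schedule: 1 h pretreatment, 16 h stimulation, 37 °C | Probe or stimulus: PMA with ionomycin | Compound dosing: One dose, 3 µM | Detection: Luciferase luminescence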
# Ecoli tolC: blocks growth of E. coli BW25113 tolC mutant; actives 2.2% (n = 65,000); OD615; growth inhibition, % at 10 µM (by protocol);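 active = growth inhibition at or above a cutoff equal to the mean over every tested compound plus 3 SD, cut at about 60% in these data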;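 also: growth measured after 20 h incubation at 37 °C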
#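 Test system: E. coli BW25113 ΔtolC::kan bacteria; incubation: 37 °C, 20 h exposure; medium: LB broth supplemented with 50 µg/mL kanamycin; read-out basis: percent growth inhibition; signal: A615 absorbance measurement; compound: 10 µM final, single dose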
# M1 antag: M1 muscarinic receptor (rat) antagonism; P08482; CHO-M1 cells, Fluo-4 calcium, ACh EC80 antagonist mode; hits give low values; B-score at 10 µM; actives 3.4% (n = 64,000);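 active = calcium fluorescence response, raw or row-and-column corrected B-score, differing from the plate sample mean either way at a set confidence level, mostly lower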
# SF-1 act: SF-1 (human) activation; Q13285; CHO-K1 Gal4-SF-1 LBD luciferase reporter; % increase over DMSO SF-1-specific signal; activation, % at 10 µM; actives 1.9% (n = 65,000);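 active = activation above the mean activation of all tested compounds plus 3 SD, cut at about 50% in these data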
# Target sequence (Q13285 whole entry, looked up, the tested form may be a part): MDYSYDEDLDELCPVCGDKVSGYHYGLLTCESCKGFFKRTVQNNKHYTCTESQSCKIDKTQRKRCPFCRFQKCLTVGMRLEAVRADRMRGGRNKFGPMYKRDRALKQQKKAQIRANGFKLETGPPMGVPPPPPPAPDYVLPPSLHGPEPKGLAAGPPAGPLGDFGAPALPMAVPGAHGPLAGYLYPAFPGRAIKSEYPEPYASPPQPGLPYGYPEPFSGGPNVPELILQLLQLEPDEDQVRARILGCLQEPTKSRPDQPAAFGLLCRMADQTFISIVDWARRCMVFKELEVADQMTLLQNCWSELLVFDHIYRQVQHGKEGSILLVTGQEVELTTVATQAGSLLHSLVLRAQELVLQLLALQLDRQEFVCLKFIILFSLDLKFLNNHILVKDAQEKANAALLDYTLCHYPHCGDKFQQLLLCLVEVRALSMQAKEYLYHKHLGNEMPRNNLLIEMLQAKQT
#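 Assay system: CHO-K1 cells co-transfected with Gal4 DBD–human SF-1 LBD, 5xGal4 luciferase reporter / Input: 4,000 cells per well / Incubation: 20 h compound exposure at 37 °C after 1 h cell settling / Detection: SteadyLite luciferase luminescence / Control set: DMSO negative control and −SF1 background wells / Replication: one test per compound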
# Jurkat viability: cytotoxicity toward Jurkat cells; actives 1.2% (n = 56,000); inhibition, % at 4 µM; Jurkat E6.1 viability, ATP luminescence, 48 h; AID 463;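 active = inhibition above the mean inhibition of all tested compounds plus 3 SD, cut at about 28% in these data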
# Active calls of the source: *; x = not tested or not shown; [ ] = another dose, or the depositor's remark.
SMILES,M1 agonist,TNAP act mid DEA,D1 allo mod,NADH coupling,HEK293 NFkB inh,Ecoli tolC,M1 antag,SF-1 act,Jurkat viability
O=C(Nc1ccc(N2CCOCC2)cc1)Nc1cnsn1,-0.074,1,-0.42,2%,-6,-2,-0.31,42,-6
COc1ccc(NS(=O)(=O)c2ccc(N)c(C(=O)O)c2)cc1,0.25,1,0.0042,6%,21,-5,1.4,-2,0
O=C(c1ccc(CNS(=O)(=O)c2ccccc2)cc1)N1CCN(c2ccccn2)CC1,-0.69,0.9,1.3,7%,-3,-8,-0.31,-5,-3
CCC(Sc1nc2c(cnn2-c2ccccc2)c(=O)[nH]1)C(=O)OC (configuration not stated),-0.23,1,-1.4,2%,11,3,-2.4*,-18,3
CCCN1Cc2cccc(C(=O)Nc3cc(OC)cc(OC)c3)c2C1=O,0.28,0.9,0.026,4%,10,2,0.062,-4,-3
O=C(CSC1CCCCC1)Nc1nccs1,0.013,1,-0.48,5%,16,-1,-0.56,10,-3
O=C(c1cc2cc(Cl)ccc2oc1=O)N1CCCC1,-0.18,0.9,x,9%,-2,1,0.46,22,-5
FC(F)C(F)(F)C1=CC(c2cccs2)=NCCN1,-0.52,1,-1.9,7%,9,-17,2.2,-10,2
O=c1sc(Nc2ccccc2)nc2ccsc12,-0.13,0.8,1.1,13%,-8,7,-0.052,56*,x
Nc1nc2ccc(C(=O)NC3CCCCC3)cc2s1,-0.72,1,0.64,8%,-8,-5,0.68,16,-2

# Among those listed so far, these contain nitrogen in an aromatic ring.
SMILES,M1 agonist,TNAP act mid DEA,D1 allo mod,NADH coupling,HEK293 NFkB inh,Ecoli tolC,M1 antag,SF-1 act,Jurkat viability
O=C(Nc1ccc(N2CCOCC2)cc1)Nc1cnsn1,-0.074,1,-0.42,2%,-6,-2,-0.31,42,-6
O=C(c1ccc(CNS(=O)(=O)c2ccccc2)cc1)N1CCN(c2ccccn2)CC1,-0.69,0.9,1.3,7%,-3,-8,-0.31,-5,-3
CCC(Sc1nc2c(cnn2-c2ccccc2)c(=O)[nH]1)C(=O)OC (configuration not stated),-0.23,1,-1.4,2%,11,3,-2.4*,-18,3
O=C(CSC1CCCCC1)Nc1nccs1,0.013,1,-0.48,5%,16,-1,-0.56,10,-3
O=c1sc(Nc2ccccc2)nc2ccsc12,-0.13,0.8,1.1,13%,-8,7,-0.052,56*,x
Nc1nc2ccc(C(=O)NC3CCCCC3)cc2s1,-0.72,1,0.64,8%,-8,-5,0.68,16,-2

# Additional records follow.
SMILES,M1 agonist,TNAP act mid DEA,D1 allo mod,NADH coupling,HEK293 NFkB inh,Ecoli tolC,M1 antag,SF-1 act,Jurkat viability
CC(c1ccccc1)n1cc(C(=O)NCC2CCCO2)nn1 (configuration not stated),-0.6,0.8,x,1%,15,-5,0.15,1,x
Cc1cccc(NC(=O)c2cnc3scc(C)n3c2=O)c1,0.79,1.1,0.079,3%,-15,1,0.73,49,-4
COc1ccccc1-c1nnc2sc(-c3cc4ccccc4o3)nn12,1.2,0.9,3.9*,3%,25,10,-0.0068,-17,87*
CCNc1oc(-c2cccc3ccccc23)nc1C#N,-0.39,0.9,0.08,4%[fluoresces],8,-10,-0.075,-4,-11
CCC1SC(N)=NC1=O (configuration not stated),-0.0068,1,0.13,1%,x,3,0.43,-14,x
CCC(=O)Nc1ccc(NC(=O)CSc2nnc(C(C)C)n2C)cc1,-0.017,1,0.00042,8%,14,-15,0.79,-10,4
CCOC(=O)C(NC(=O)c1ccc(OC)cc1)(OCC1(CC)COC1)C(F)(F)F (configuration not stated),-0.26,0.9,-0.46,5%,4,-4,1,-10,4
CCCCOc1ccc(-c2nnn(CC(=O)NCc3ccco3)n2)cc1,-1.5,0.9,0.024,2%,-15,x,0.16,37,18
Cc1noc(NS(=O)(=O)c2ccc(NC(=O)CSc3nc4ccccc4s3)cc2)c1C,-0.97,1,1.1,5%,12,42,-0.18,5,6
Cc1noc(C)c1COc1cccc(C(=O)OCCOc2ccc(F)cc2)c1,-0.61,0.9,-0.84,6%,3,49,-0.16,2,2
O=C(COc1ccc(Cl)cc1Cl)NC(=O)N1CCCCC1,-0.33,0.9,-3.5,5%,-12,8,1,37,1
Cc1onc(-c2ccccc2)c1C(=O)N1CC(C)OC(C)C1 (configuration not stated),-0.85,1,0.68,2%,18,-6,0.48,-1,-2
CCOC(=O)c1c(C)[nH]c(C(=O)COC(=O)C2CC2C)c1C (configuration not stated),-0.45,0.9,-1.3,4%,-26,3,0.0055,54*,-6
C=CCNc1sc(C(=O)C(C)(C)C)c(N)c1C#N,-0.58,0.9,9.3*,7%,15,1,0.0065,6,4
Cn1c(=O)c2c(nc(CN3CCC(C(N)=O)CC3)n2Cc2c(Cl)cccc2Cl)n(C)c1=O,0.54,0.9,-0.55,5%,-1,-10,-4.1*,-1,-8
COc1cc2c(cc1OC)C(COc1ccc3c(C)cc(=O)oc3c1)N(C(=O)c1ccco1)CC2 (configuration not stated),-0.41,0.9,1.3,4%,12,1,-1.8,13,x
CCC(C(=O)N1CCN(c2ccccn2)CC1)n1nc(C)n2c(cc3occc32)c1=O (configuration not stated),-0.46,0.9,-0.03,5%,13,-3,1.1,-11,0
CCOC(=O)N1CCN(C(=O)CSc2nc3ccccc3c(=O)n2-c2ccccc2)CC1,3.8*,0.9,-0.22,6%,8,9,0.53,2,11
O=C(Nc1cccc(C(=O)N2CCOCC2)c1)NC1CCCCC1,0.097,0.9,0.42,7%,18,-14,-0.015,-2,-8
CCOC(=O)C1=C(CSc2nccn2C)NC(=O)NC1c1ccc2c(c1)OCO2 (configuration not stated),-0.1,0.9,0.52,3%,14,3,0.23,15,-6
Cc1noc(/C=C/N(C)C)c1S(=O)(=O)N1CCCC(C(=O)NCCC2=CCCCC2)C1 (configuration not stated),-0.093,0.9,-0.017,3%,13,9,1.4,-14,-8
Cc1nnc(SCC(=O)c2cc(C)n(-c3c(C)n(C)n(-c4ccccc4)c3=O)c2C)s1,0.93,0.9,-0.49,7%,7,-12,-1.5,16,-6
CCOC(=O)c1c(C)c2c(n1C)CCC/C2=N\O,1,1,6.5*,5%,5,7,-0.13,-14,-7
Cc1occc1-c1nnc(SCC(=O)NC(=O)NC(C)C)n1N,-0.85,0.9,-0.82,4%,1,-16,-0.57,14,-4
O=C1Nc2ccccc2N=C(c2ccccc2)C1N1CCOCC1 (configuration not stated),0.44,0.9,0.87,7%,6,0,2,-19,2
COC(=O)c1ccc2c(=O)n(CCN3CCOCC3)c(SCC(=O)NC3CCCCC3)nc2c1,-0.66,1,-0.018,4%,14,-11,0.14,8,2
CCC1SC2=NC(C)=C(C(=O)OC)C(c3cccs3)N2C1=O (configuration not stated),0.47,0.9,-0.08,10%,-1,-2,0.0032,20,-5
Cn1c(=O)[nH]c(=O)c2c1nc(CN1CCN(Cc3ccccc3)CC1)n2CC(N)=O,-0.23,1,0.46,3%,2,-10,-0.99,4,1
Cc1ccc2cc3c(N)c(C(=O)N4CCOCC4)sc3nc2c1,-1.3,0.9,-2.4,6%,3,-11,0.18,10,-4
C=C(C)CSc1nc(N)cc(=O)[nH]1,2.1,0.9,0.17,4%,8,-2,0.96,-4,-2
C=CCSc1nc(C)c(CC(=O)OCC(C)C)c(=O)[nH]1,-0.32,0.9,0.031,3%,7,-7,0.44,-1,1
CCOC(=O)c1c(NC(C)=O)sc2c1CCCNC2=O,1.5,0.9,2.4,1%,10,10,-0.24,-4,8
CC1CCCCN1C(=O)Cc1ccc(Cl)cc1 (configuration not stated),0.48,1,-0.46,3%,-1,11,1,-2,1
CC(C)Oc1ccc(CNCC2(O)CCOC(C)(C)C2)cc1 (configuration not stated),-0.5,0.9,x,0%,4,-8,-0.005,-17,1
Cn1c(NC(=O)c2cccs2)c(-c2cccs2)c(=O)c2ccccc21,-0.69,0.9,0.075,6%,-4,-19,-0.28,-4,-6
COc1cccc(-n2nnc3c(=O)n(Cc4c(F)cccc4Cl)cnc32)c1,-0.54,x,-0.26,5%,18,-5,-0.00066,8,-3
Nc1nc(NCc2ccco2)nn1-c1ccccc1,0.22,0.8,-0.32,1%,-10,-1,-2.1,12,0
CCOCCCNC(=O)C(c1ccc(C)cc1)N1CCOCC1 (configuration not stated),0.68,1,-0.13,2%,-6,0,0.86,6,2
COc1cccc(C2CC(=O)N3CN(c4cccc(Cl)c4C)CSC3=C2C#N)c1OC (configuration not stated),-0.65,0.8,-0.23,3%,8,5,0.88,0,-5
O=c1[nH]c2ccccc2c2nc3ccccn3c12,2,1,2.6,1%,10,39,-0.68,65*,15

# Whole records as entered above:
# Shown for COc1cccc(-n2nnc3c(=O)n(Cc4c(F)cccc4Cl)cnc32)c1 : M1 agonist: -0.54; TNAP act mid DEA: x; D1 allo mod: -0.26; NADH coupling: 5%; HEK293 NFkB inh: 18; Ecoli tolC: -5; M1 antag: -0.00066; SF-1 act: 8; Jurkat viability: -3
# Shown for C=CCSc1nc(C)c(CC(=O)OCC(C)C)c(=O)[nH]1 : M1 agonist: -0.32; TNAP act mid DEA: 0.9; D1 allo mod: 0.031; NADH coupling: 3%; HEK293 NFkB inh: 7; Ecoli tolC: -7; M1 antag: 0.44; SF-1 act: -1; Jurkat viability: 1
# Shown for O=c1[nH]c2ccccc2c2nc3ccccn3c12 : M1 agonist: 2; TNAP act mid DEA: 1; D1 allo mod: 2.6; NADH coupling: 1%; HEK293 NFkB inh: 10; Ecoli tolC: 39; M1 antag: -0.68; SF-1 act: 65*; Jurkat viability: 15

# Following part
SMILES,M1 agonist,TNAP act mid DEA,D1 allo mod,NADH coupling,HEK293 NFkB inh,Ecoli tolC,M1 antag,SF-1 act,Jurkat viability
CC(C)n1c(CCCO)nc2ccccc21,x,0.9,0.64,3%,-2,-16,x,-9,-1
CCOC(=O)c1ccc(NC(=O)CCc2nc(-c3ccccc3)no2)cc1,x,0.9,-0.042,6%,12,53,x,-7,7
Cn1c(=O)c2c(nc(NCc3ccc4c(c3)OCO4)n2Cc2ccccc2F)n(C)c1=O,-0.67,0.9,4.7*,1%,x,19,-0.076,-15,x
CCCOc1ccccc1C1CC(=O)Nc2cc3c(cc21)OCO3 (configuration not stated),4.3*,0.9,1.6,6%,36,35,-0.092,-34,x
O=C(CSc1nnc(SCc2ccc(Cl)cc2)s1)N1CCN(C(=O)c2ccco2)CC1,0.00024,0.9,-0.071,4%,16,7,-1.9,20,-8
O=C(Nc1ccc(SC(F)F)cc1)c1ccc2nccnc2c1,3.8*,0.9,-0.81,0%,-3,3,-0.93*,-18,32*
Cc1ccc(NC(=O)Nc2cccs2)cc1,1.6,1,x,9%,-12,-3,-0.55,21,x
COC(=O)c1cnn2c(C)c(Cc3cccc(F)c3)c(C)nc12,0.47,1,1.6,8%[fluoresces],14,0,0.14,-3,6
COCCOC(=O)C1=C(C)NC(=O)NC1c1c(F)cccc1Cl (configuration not stated),0.9,1,-1.3,9%,7,-13,0.24,-8,-5

# Screening results from PubChem BioAssay.
